# Screens deposited in PubChem by several laboratories.
# NADH coupling – inhibition of NAD/NADH coupling enzymes, library profiling. AID 774. actives 0.02% (n = 65,000). coupled PK/LDH NADH assays, four targets. IC50, µM (highest dose often 10 µM), for the others: top-dose inhibition;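 active = single-dose screening hits from any of four coupled enzyme assays that gave an IC50 when retested across doses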;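 also: the DPM-DC format reads NADH fluorescence rather than 340 nm absorbance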
# Ec RNAP inh – Escherichia coli RNA polymerase inhibition; P0A8V2; E. coli RNA polymerase, fluorescence transcription assay; inhibition, %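 (tested at 10 µM)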; actives 0.2% (n = 62,000); AID 559; in the data active = inhibition above about 20%;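 also: 0% = enzyme without compound and 100% = no enzyme blank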
# Fluor 339 460 – intrinsic fluorescence of library compounds, ex339/em460 – biochemical, MLSMR library, data from DPM-DC assay, artefact control, profiling panel; compound autofluorescence, ex339/em460 nm, NADH buffer; stronger effect = higher value; 1 = no-compound wells, NADH background; fluorescence fold increase at 10 µM; actives 5.5% (n = 65,000);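 active = at 10 µM, mean starting fluorescence two-fold or more over control wells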;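 also: signal is the first read of a kinetic run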
# D1 mod – D1 dopamine receptor (human) allosteric modulation | P21728 | HEK293 D1, CRE-luciferase, dopamine EC30 potentiation; actives deviate in either direction | B-score at 10 µM | actives 5.9% (n = 58,000);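 active = luminescence count or its row- and column-corrected plate score outside the 99.7% band of the plate's sample wells, on either side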
# M1 agonist – agonists of M1 muscarinic receptor; AID 626; CHO-M1 cells, Fluo-4 calcium fluorescence, agonist mode; stronger effect = higher value; B-score at 10 µM; actives 3% (n = 64,000);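 active = fluorescence rise, raw or as B-score row- and column-corrected plate score, outside the 99.7% band of its plate's samples, either direction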
# HER2 expr 66K – inhibitors of human Her2 kinase expression. P04626. SKBR-3 HER2 protein level, AlphaScreen, 18-24 h; stronger effect = lower value. HER2 level % of control, % at 10 µM. actives 0.69% (n = 65,000). AID 645;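 active = HER2 level under 5% of the carrier-only control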;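 also: 100% = DMSO carrier and 0% = 500 nM PU-H71 HSP90 inhibitor; lower value means stronger loss of Her2 protein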
# M1 antag – antagonists of rat M1 muscarinic receptor | CHO-M1 cells, Fluo-4 calcium, ACh EC80 antagonist mode; stronger effect = lower value | actives 3.4% (n = 64,000) | B-score at 10 µM | AID 628 | P08482;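 active = calcium fluorescence response, raw or row-and-column corrected B-score, differing from the plate sample mean either way at a set confidence level, mostly lower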
# Target sequence (P08482 whole entry, looked up): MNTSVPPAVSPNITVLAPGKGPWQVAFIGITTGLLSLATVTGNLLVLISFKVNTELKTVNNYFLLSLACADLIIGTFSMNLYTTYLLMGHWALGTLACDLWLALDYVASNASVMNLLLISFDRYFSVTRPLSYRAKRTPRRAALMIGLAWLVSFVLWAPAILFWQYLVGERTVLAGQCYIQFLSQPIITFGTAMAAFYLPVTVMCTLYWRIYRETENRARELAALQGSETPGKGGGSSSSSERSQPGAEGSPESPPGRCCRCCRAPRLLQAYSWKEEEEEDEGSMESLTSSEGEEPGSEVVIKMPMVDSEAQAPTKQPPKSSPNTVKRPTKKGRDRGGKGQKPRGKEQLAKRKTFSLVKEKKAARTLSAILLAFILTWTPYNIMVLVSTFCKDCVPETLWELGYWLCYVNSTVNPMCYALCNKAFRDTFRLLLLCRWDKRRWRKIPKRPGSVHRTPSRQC
# HTR1A agonist – 5-HT1a (human) receptor agonism; CHO 5-HT1a Ga15 NFAT-bla reporter, FRET ratio; 0% basal, 100% maximal reference agonist; AID 567; activation, % at 10 µM; actives 0.56% (n = 65,000);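 active = activation above the screen-wide mean activation plus 3 SD, cut at about 19% in these data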;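 also: 0% = DMSO wells and 100% = 5-CT at EC100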
# Target sequence (P08908 whole entry, looked up): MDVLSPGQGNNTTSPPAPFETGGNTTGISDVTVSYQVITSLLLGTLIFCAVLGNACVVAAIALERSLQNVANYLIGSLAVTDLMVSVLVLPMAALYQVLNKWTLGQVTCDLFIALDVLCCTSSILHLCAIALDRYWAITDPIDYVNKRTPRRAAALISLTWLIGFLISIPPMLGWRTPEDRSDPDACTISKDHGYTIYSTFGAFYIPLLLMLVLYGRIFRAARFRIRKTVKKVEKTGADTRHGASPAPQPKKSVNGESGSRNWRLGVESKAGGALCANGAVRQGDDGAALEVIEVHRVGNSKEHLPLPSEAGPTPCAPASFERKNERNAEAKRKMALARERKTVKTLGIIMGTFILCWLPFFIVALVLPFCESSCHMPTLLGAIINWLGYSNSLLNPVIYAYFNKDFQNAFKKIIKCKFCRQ
# Hsp90 block – displaces geldanamycin probe from tumor Hsp90 | P07900 | NCI-N417 lysate Hsp90, Cy3B-geldanamycin FP displacement | inhibition, % at 30 µM | actives 0.35% (n = 64,000) | AID 429;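 active = inhibition above 50%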;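 also: 0% = tracer plus lysate wells and 100% = tracer alone without lysate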
# * marks the source's active call; other numbers are inactive results; · = no result given; [ ] = remark or other dose.
SMILES,NADH coupling,Ec RNAP inh,Fluor 339 460,D1 mod,M1 agonist,HER2 expr 66K,M1 antag,HTR1A agonist,Hsp90 block
O=C(O)c1ccc(-c2ccccc2C(F)(F)F)o1,0%,8,1.2,-1.1,0.62,105,0.021,-3.3,-1
CCc1nc2ccccc2n1Cc1ccc(OC)c(OC)c1,1%,6,1.1,6.2*,0.45,95,-0.2,0.9,2
CCSc1nnc(CNc2ccc(F)cc2)n1CC1CCCO1 (centres undefined),10%,5,1.1,-1.3,-0.013,101,1,-1.0,-1
COc1ccc(N2CCN(c3ncnc4nc[nH]c34)CC2)cc1,7%,2,1.1,3.2,-2.3,93,0.095,-2.3,3
O=C(CSc1nnc2ncccn12)N1CCCCCC1,2%,8,1.1,-0.0041,0.022,52,0.54,-4.7,-1
O=C(NCc1ccco1)c1ccc(COCC(F)(F)C(F)F)cc1,3%,1,1.1,0.031,0.26,100,0.57,-4.5,-2
CN(C1CCCCC1)S(=O)(=O)c1ccc(Cl)c(C(=O)O)c1,5%,8,1.1,-0.85,0.94,102,-0.002,-2.4,-1
CC1CCCN(S(=O)(=O)c2cccc(-c3cn4cccnc4n3)c2)C1 (centres undefined),13%[fluoresces],-11,3.6*,-1.3,-0.71,80,1.1,-2.1,-3
Cc1ccc(NC(=O)Cn2nc(C)c3ccccc3c2=O)c(C)c1,8%,20,1.1,0.97,0.28,88,0.018,-0.4,-3
COc1ccc(Cl)cc1-c1nc(-c2ccncc2)no1,4%,2,1.2,·,-0.06,57,0.13,0.6,-10
CCC(=O)n1nc(-c2ccc(OC)cc2)nc1N,6%,-2,1,0.95,-0.35,94,0.28,-0.6,-1
O=C(CSc1nnc(Cc2cccs2)n1-c1ccccc1)NCc1ccc2c(c1)OCO2,6%,2,1.1,·,0.024,99,0.9,-0.4,-8
COC(=O)Nc1ncc(CN2CCc3ccccc3C2)s1,5%,3,1.1,0.054,0.18,135,1.2,0.4,-20
CCOCCOC(=O)CCSc1n[nH]c(=O)[nH]c1=O,5%,3,1,-0.098,0.9,78,0.28,10,-2
Cc1cccc(-n2ncc3c(N4CC(C)CC(C)C4)ncnc32)c1 (centres undefined),2%,1,1.1,-0.92,-1.6,75,-0.54,2.7,-2
Cc1cc(-c2ccccc2C(=O)O)on1,6%,·,1.1,·,1.4,98,-0.42,0.0,1
CC(C)(C)c1cnnn1-c1ccc(-c2csc(N)n2)cc1,7%,·,1,0.7,-0.33,129,0.37,0.6,0
COC(=O)c1cc2ccsc2n1CC(=O)N1CCCc2ccccc21,7%,0,1.1,2.9,0.066,60,-0.28,-1.5,-5
CCn1c(=O)n(CC(=O)Nc2cccc(OC)c2)c(=O)c2ccccc21,3%,8,1.1,-0.46,-0.093,77,0.37,-2.2,4
Cc1cc2cc(CNC(=O)c3ccc(Br)o3)ccc2n1C,5%,4,1.1,0.45,-0.84,84,0.52,-1.8,28
COc1ccc(NC(=O)N2CCN(S(C)(=O)=O)CC2)cc1OC,3%,3,1.1,-0.55,-0.023,81,-0.32,-1.2,2
Cc1ccc2c(c1)-c1c(cnn1CC(=O)Nc1ccccc1N1CCN(C)CC1)CO2,1%,6,1,-1.8,-1.4,81,0.094,0.1,-3
CSC1=NCCN1C(=O)c1ccc(S(=O)(=O)N(C)C)cc1,7%,7,1,0.021,0.47,82,0.0019,-1.0,-3
COc1cc(C(=O)NCc2nnc(SCC(=O)NCc3ccccc3)o2)cc(OC)c1OC,6%,8,1.1,·,0.54,137,-0.52,0.7,-5
Cc1ccc(-n2c(C)cc(C(=O)OCC(=O)N(CC(C)C)C3CCS(=O)(=O)C3)c2C)cc1 (centres undefined),4%,4,1,-1.3,0.11,107,0.079,-1.9,-7
Cc1ccc2nc(NC(=O)CN3CCOCC3)sc2c1,9%,4,1,-0.11,-0.28,·,0.0056,-1.2,2
COC(=O)C1=C(C)N(C)C(=O)NC1c1cc(Cl)cc(Cl)c1OC (centres undefined),6%,9,1.2,-0.09,0.27,67,0.48,1.1,-6
COc1ccc2c(c1)OC(O)(C(F)F)CC2=O (centres undefined),1%,4,1,0.12,-0.29,66,-0.016,-1.9,-3
Cc1cccc(NS(=O)(=O)c2cccs2)n1,11%,0,1.9,0.99,0.011,112,-0.015,-1.6,-1
Cc1ncsc1CCSc1n[nH]c(=O)n1-c1ccccc1,3%,7,1.1,0.28,-0.17,86,0,0.0,-2
O=C(O)CCCCCNS(=O)(=O)c1c(Cl)cccc1Cl,1%,1,1.1,-0.32,0.39,85,0.53,-1.1,-2
Cc1cccc(OCC(=O)NCCN2CCOCC2)c1,3%,-1,1.1,-0.049,-0.61,98,-0.25,-3.0,-6
CCN(CC)C(=O)Oc1ccccc1NC(C)=O,1%,-1,1,0.3,-0.27,114,0.6,-4.4,-2
CCn1c(CC(=O)Nc2ccc(C)cc2)nnc1SCC(=O)N1CCN(c2ccccc2)CC1,2%,5,1.1,-0.39,0.8,130,-0.34,-1.3,0
COc1ccc(OCC(=O)Nc2ccc(S(=O)(=O)Nc3cc(C)nc(C)n3)cc2)cc1,1%,0,1.1,-0.0076,-0.58,78,-0.38,-4.9,·
CCOC(=O)c1ccc(Nc2cc(C)nc3nc(C)nn23)cc1,8%,-7,0.96,0.18,-0.039,80,-0.1,-1.8,-2
O=C(O)CC(C(=O)NC1CCCCC1)C1CCCO1 (centres undefined),7%,4,1,-0.31,-0.092,108,-0.61,-0.9,10
O=S(=O)(NCC1CCCO1)c1ccc(Br)s1 (centres undefined),5%,3,1.1,-0.84,0.08,95,-0.071,0.5,-1
COc1cc(NC(=O)c2ccc(Cl)cc2)c(OC)cc1NC(=O)CN1CCOCC1,8%,9,1.1,0.24,1.3,81,1.3,-1.4,5
COc1ccc(N2CCN(C(=O)c3cc4c(-c5cccc(OC)c5)nn(C)c4s3)CC2)cc1,7%,1,0.96,1.2,0.073,114,0.24,-1.1,-1
CCN1CCN(C2CCN(C(C)=O)CC2)CC1,3%,3,1,-0.33,-0.19,118,0.67,-1.0,-4
Cc1oc(-c2ccc(Cl)cc2)nc1CN1CCC(C(=O)N2CCN(Cc3ccccc3)CC2)CC1,2%,5,1.1,0.32,2,72,-1.8,-1.1,-3
CN(C(=O)c1cccc(C#N)c1)c1nnc(C2CCOC2)s1 (centres undefined),7%,-3,1,-0.0092,-0.073,92,0.24,-0.8,0
OC1(c2ccccc2F)CCN(Cc2nnnn2CCc2ccccc2)CC1,3%,8,1,0.33,0.64,119,0.36,-0.5,-2
O=C(Nc1nc2ccccc2n1CCN1CCCCC1)c1ccco1,11%,-12,1.1,-1.3,-0.2,37,0.34,0.1,0
CSc1nc(NCCOCCO)c2sc3nc(-c4ccco4)c4c(c3c2n1)CCC4,6%,3,1.6,1.7,0.23,52,-0.033,-1.5,·
Cc1cc(C)nc(Nc2nc3ccccc3[nH]2)n1,0%,2,1.1,0.074,-0.41,83,-0.26,-1.5,0
Nn1c(SCC(=O)Nc2ccc3c(c2)OCO3)nnc1C1CC1,1%,11,1,-0.71,-0.17,102,-0.15,-0.1,2
Cc1cccc(CN2CCN(c3ccccn3)CC2)c1,16%,·,1.1,-0.4,-0.24,160,-0.63,3.6,0
CCOC(=O)CCC(NC(=O)c1ccc(NCN2C(=O)CCC2=O)cc1)C(=O)OCC (centres undefined),7%,2,1.1,0.18,-0.13,96,-0.22,-3.5,-3

# An excerpt of these results, with two lines to a compound.
# Under each structure: NADH coupling, Ec RNAP inh, Fluor 339 460, D1 mod, M1 agonist, HER2 expr 66K, M1 antag, HTR1A agonist, Hsp90 block
> OC1(c2ccccc2F)CCN(Cc2nnnn2CCc2ccccc2)CC1
→ 3%, 8, 1, 0.33, 0.64, 119, 0.36, -0.5, -2
> O=C(Nc1nc2ccccc2n1CCN1CCCCC1)c1ccco1
→ 11%, -12, 1.1, -1.3, -0.2, 37, 0.34, 0.1, 0
> CSc1nc(NCCOCCO)c2sc3nc(-c4ccco4)c4c(c3c2n1)CCC4
→ 6%, 3, 1.6, 1.7, 0.23, 52, -0.033, -1.5, ·
> Cc1cc(C)nc(Nc2nc3ccccc3[nH]2)n1
→ 0%, 2, 1.1, 0.074, -0.41, 83, -0.26, -1.5, 0
> Nn1c(SCC(=O)Nc2ccc3c(c2)OCO3)nnc1C1CC1
→ 1%, 11, 1, -0.71, -0.17, 102, -0.15, -0.1, 2

# The listing continues:
SMILES,NADH coupling,Ec RNAP inh,Fluor 339 460,D1 mod,M1 agonist,HER2 expr 66K,M1 antag,HTR1A agonist,Hsp90 block
Cc1nc2ccc(N3C(=O)CCC3=O)cc2[nH]1,3%,5,1,-0.91,0.44,67,0.41,0.7,2
CCCCCCN1C(=O)C(O)=C(C(C)=O)C1c1ccc(Cl)cc1 (centres undefined),4%,4,1.1,0.07,-0.43,89,2.3,0.0,-1
Cc1ccnc(SCCn2c(N3CCC(C)CC3)nc3c2c(=O)n(C)c(=O)n3C)n1,7%,·,1,-0.23,0.1,101,-0.3,-1.3,-1
COc1cccc(N2CCN(c3ncccn3)CC2)c1,9%,-11,1.1,0.43,-0.39,98,0.35,-1.6,3
CC1CN(c2nnnn2-c2ccccc2)CC(C)O1 (centres undefined),4%,1,1.1,0.99,-0.11,113,0.47,-1.4,-2
O=C1CC(c2cccs2)Sc2nc3ccccc3n21 (centres undefined),3%,2,1.1,-0.53,-0.036,65,0.58,-2.3,0
CCc1c(C(=O)Nc2ccncc2)csc1C,2%,-5,1.1,-2.5,-0.64,118,-0.61,-0.7,-2
CCC(C)c1cc(S(=O)(=O)N2CCOCC2)ccc1OC (centres undefined),4%,6,1.1,9.5*,0.62,121,0.32,-4.2,1
CC1(C)CC(=O)C2=C(C1)OC(N)=C(C#N)C2c1ccsc1 (centres undefined),4%,·,1.1,0.15,1.5,117,0.079,0.0,-2
CCOCCc1nnc(NC(=O)CN2C(=O)c3ccccc3C2=O)s1,1%,6,1.1,-0.74,0.65,48,0.61,-1.2,2
O=C(c1ccco1)N1CCN(C(=O)C2Cc3ccccc3CN2S(=O)(=O)c2ccc(F)cc2)CC1 (centres undefined),3%,1,1.1,-1.3,-0.027,67,0.4,1.1,·
O=C(c1ccco1)N1CCN(c2cc(C(F)(F)F)nc3ncnn23)CC1,9%,11,1.1,0.02,0.18,82,0.65,0.0,2
O=C(Nc1cccc(Br)c1)c1ccn[nH]1,3%,6,1,0.61,-0.3,90,0.36,-0.5,3
COc1ccc(/C=N/n2c(C)nnc2C)c(OC)c1OC,3%,11,1.2,-0.48,0.54,122,0.64,-4.4,4
CCc1nc(SCC(N)=O)c2c(=O)n(C)c(=O)n(C)c2n1,2%,3,1.1,0.19,0.43,82,-0.096,-1.9,-2
O=S(=O)(c1ccc(F)cc1)N1CCN(CC(O)COCc2cccs2)CC1 (centres undefined),8%,6,1,-0.38,-0.86,124,-0.23,-4.7,2
O=C(CCN1C(=O)C2C3C=CC(C3)C2C1=O)Nc1c(F)cc(F)cc1Br (centres undefined),2%,5,1,-0.41,-0.017,108,0.0063,-3.1,1
CCC(C)[C@@H](C(=O)Nc1ccc2c(c1)OCO2)N1Cc2ccccc2C1=O (some centres undefined),2%,8,1.1,·,-1.6,101,-0.78,-1.0,20
CCOC(=O)C1=C(C)NC(=O)NC1C (centres undefined),3%,·,1.1,-0.77,0.53,92,-0.13,-3.8,-1
CC(C)n1c(C(O)c2ccc3c(c2)OCO3)nc2ccccc21 (centres undefined),7%,3,1.1,-0.13,-0.38,109,0.007,-6.7,-2
C(=N\c1nc2ccccc2n1Cc1ccccc1)/c1cccs1,9%,8,1.1,-0.37,0.31,83,-0.48,1.6,-3
COC(=O)COc1ccc(Oc2cc(C)nc(SC)n2)nn1,8%,3,1,0.069,0.047,83,0.55,1.3,0
CCOc1ccccc1N1CCN(C(=O)c2cc(C)oc2C)CC1,1%,7,1.1,-1.8,2.4,95,-1.6,-1.1,·
CC1CCN(c2ncccc2C(=O)O)CC1,9%,10,1.1,-0.36,0.25,92,-0.11,-2.4,-4
